MEKK2 mut-MEK5 – signal of MEK5 binding to mutant human MEKK2 PB1 domain; bead flow cytometry, Alexa488-MEK5 binding to MEKK2 mutant; percent response, % at 10 µM; 0.35% of 290,000 active; AID 1530; in the data active = percent response above about 24%, passing the limit was not always enough; also: inactives centre near 1; some results filed as inactive read as strong as hits; reference of the scale not given here
MEKK2wt PB1 HTS – raises or lowers MEK5 binding to wildtype human MEKK2 PB1 domain. Q9Y2U5. bead flow cytometry, Alexa488-MEK5 binding to MEKK2 WT; actives lie on both sides. binding response (% of control), % at 10 µM. 1.1% of 290,000 active. AID 1531; in the data active = binding response below about 67% or above about 130%
OXTR ag – human OXTR agonism; P30559; CHO-OTR cells, Fluo-8 calcium fluorescence; normalized: DMSO 0%, oxytocin 100%; activation, % at 3 µM; 0.32% of 320,000 active;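 active = activation above the mean of all tested compounds plus 3 SD, cutoff set per screening run, cut at about 20% in these data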;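 also: peak over basal fluorescence ratio from a 100 s FLIPR kinetic read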
NALP1 yeast inh – NALP1 inhibition; 0.61% of 280,000 active; S. cerevisiae NALP1/ASC/caspase-1 growth, X-gal OD620, 72 h; inhibition, % at 10 µM; AID 2071; in the data active = inhibition mostly above about 24%, no sharp cut-off; inactive = mostly below about 32%; also: some compounds called inactive have numbers as strong as hits
V1aR counter – activates human V1a receptor in oxytocin agonist counter-screen | CHO-V1R cells, Fluo-8 calcium fluorescence, agonist mode; 0% DMSO, 100% 3 nM vasopressin | activation, % at 3 µM | P37288 | AID 2797 | 0.25% of 320,000 active;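 active = activation above the mean activation of all tested compounds plus 3 SD, per screening run, cut at about 20% in these data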;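 also: signal is peak over basal fluorescence ratio across a 100 second FLIPR read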
Target sequence (P37288 whole entry, looked up): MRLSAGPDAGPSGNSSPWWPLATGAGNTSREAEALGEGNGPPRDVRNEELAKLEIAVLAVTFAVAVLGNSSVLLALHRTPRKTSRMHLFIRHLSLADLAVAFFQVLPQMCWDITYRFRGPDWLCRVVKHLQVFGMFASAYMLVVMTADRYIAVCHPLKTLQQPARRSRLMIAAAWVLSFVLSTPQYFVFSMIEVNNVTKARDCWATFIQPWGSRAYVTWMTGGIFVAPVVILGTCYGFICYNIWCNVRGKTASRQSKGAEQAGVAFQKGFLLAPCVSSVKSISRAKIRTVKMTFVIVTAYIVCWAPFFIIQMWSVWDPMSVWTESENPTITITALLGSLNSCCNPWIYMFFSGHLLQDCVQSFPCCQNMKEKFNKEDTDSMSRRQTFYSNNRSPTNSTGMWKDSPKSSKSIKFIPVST
PHOSPHO1 inh – inhibitors of human PHOSPHO1 phosphatase; Q8TCT1; recombinant PHOSPHO1, absorbance phosphatase assay; inhibition, % at 13.3 µM; 1.1% of 290,000 active; in the data active = inhibition above about 60%
GPR7 antag – blocks human GPR7 receptor signaling; P48145; GPR7-expressing cells, fluorescence antagonist assay; inhibition, % at 4.4 µM; 1.1% of 290,000 active; AID 1861; in the data active = inhibition above about 16%, passing the limit was not always enough;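 also: cells stimulated with the agonist NPW; 0% = agonist with vehicle and 100% = vehicle without agonist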
Target sequence (P48145 whole entry, looked up): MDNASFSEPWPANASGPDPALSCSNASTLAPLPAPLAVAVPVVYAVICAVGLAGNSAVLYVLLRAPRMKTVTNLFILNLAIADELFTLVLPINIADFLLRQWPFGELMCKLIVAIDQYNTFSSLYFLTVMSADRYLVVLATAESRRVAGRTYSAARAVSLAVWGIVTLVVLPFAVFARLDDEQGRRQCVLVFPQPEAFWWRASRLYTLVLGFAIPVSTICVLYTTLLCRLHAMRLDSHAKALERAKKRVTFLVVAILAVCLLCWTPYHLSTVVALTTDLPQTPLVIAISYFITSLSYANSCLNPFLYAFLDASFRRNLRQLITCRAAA
GalR3 antag – antagonists of human GalR3. O60755. HEK293 GalR3-CNG cAMP membrane potential fluorescence; galR3 body fused to GalR1 C-terminus. inhibition, % at 3 µM. 0.44% of 360,000 active;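 active = inhibition above the screen-wide average plus 3 SD, cut at about 13% in these data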;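 also: forskolin and galanin both at EC90 stimulate the cells; cAMP rise reported by CNG channel membrane potential dye signal; 0% = forskolin plus galanin with DMSO and 100% = forskolin alone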
Target sequence (O60755 1-299 limits assumed): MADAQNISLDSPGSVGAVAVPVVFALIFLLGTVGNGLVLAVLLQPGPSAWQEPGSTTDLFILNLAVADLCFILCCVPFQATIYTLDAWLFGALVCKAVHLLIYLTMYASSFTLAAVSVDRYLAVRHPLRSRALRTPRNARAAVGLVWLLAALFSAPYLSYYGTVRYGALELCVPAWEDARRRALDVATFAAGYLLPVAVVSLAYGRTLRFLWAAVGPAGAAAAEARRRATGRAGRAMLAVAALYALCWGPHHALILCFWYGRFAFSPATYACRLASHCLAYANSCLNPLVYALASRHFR
MEKK3 PB1 HTS – MEKK3-MEK5 PB1 interaction, increase or decrease; Q99759; bead-based flow cytometry, Alexa488-MEK5 binding to MEKK3; actives lie on both sides; 0 = blocked by unlabeled MEK5, 100 = vehicle; binding response (% of control), % at 10 µM; 1.4% of 290,000 active; AID 1529;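 active = binding response more than 3 SD above or below the average of its plate-row segment, actives on both sides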;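 also: Alexa488 bead fluorescence after subtracting the streptavidin-only scavenger bead signal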
The depositor's hits bear a star; · = no result given.

Fields: MEKK2 mut-MEK5 | MEKK2wt PB1 HTS | OXTR ag | NALP1 yeast inh | V1aR counter | PHOSPHO1 inh | GPR7 antag | GalR3 antag | MEKK3 PB1 HTS
Cc1ccc(NCc2nnc(SCC(=O)Nc3nnc(C)s3)n2C)cc1
    -3 | 94 | -1.4 | -14 | 1.0 | 17 | 5 | -4 | 97
Cc1cc(C)c(C)c(OCCn2ccnc2)c1
    4 | 106 | 0.8 | 13 | 0.2 | 4 | -16 | 2 | 105
Cc1nnc(SCc2cccc([N+](=O)[O-])c2)s1
    3 | 100 | -0.3 | 2 | 0.8 | -25 | -2 | -2 | 102
Cc1cc(C(=O)Nc2ccc3c(c2)OCO3)no1
    4 | 105 | -0.4 | 7 | -0.6 | -36 | 4 | 0 | 101
Cc1cc(NC(=O)c2c(F)c(F)c(F)c(F)c2F)no1
    3 | 101 | -0.2 | 2 | -0.4 | 6 | -7 | 6 | 102
COCCCN1CC23C=CC(O2)C(C(=O)OC)C3C1=O (configuration not stated)
    3 | 108 | 0.3 | · | 0.6 | · | -20 | 1 | 107
O=C(Nc1ccccc1)C1=C[C@@H](C2CC2)C[C@@H](OCCCCO)O1
    10 | 105 | -0.6 | -8 | 0.2 | 18 | -16 | 0 | 105
CSc1cccc(NC(=O)N2CCCC(CNS(=O)(=O)Cc3ccccc3)C2)c1 (configuration not stated)
    -7 | 94 | 0.0 | 5 | 0.6 | -7 | -4 | -4 | 91
Cn1c(=O)n(Cc2ccccc2Br)c2ccccc21
    0 | 96 | -0.2 | 2 | -1.6 | 23 | -4 | -4 | 95
Cc1cccc(NC(=O)CCCC(=O)OC(C)C(=O)c2ccccc2)c1 (configuration not stated)
    -1 | 97 | 2.9 | 13 | 5.2 | 16 | 16 | -10 | 99
O=C(CCN1C(=O)[C@@H]2Cc3ccccc3CN2C1=O)NCc1ccccc1Cl
    2 | 103 | 2.0 | 11 | 3.5 | 17 | -3 | 0 | 105
CCC(C)[C@H](NC(=O)N1CC(=O)Nc2ccccc21)C(=O)N1CCC(C(=O)O)CC1 (some centres not stated)
    -8 | 97 | 0.7 | 24 | 2.5 | 41 | -1 | -2 | 97
Cc1cc(NC(=O)C2CC(=O)N(c3ccccc3)C2)no1 (configuration not stated)
    -1 | 109 | 0.1 | 10 | 0.4 | -10 | 7 | -1 | 95
CCCCCSc1nnc2c(n1)OC(C)N(C(C)=O)c1ccccc1-2 (configuration not stated)
    6 | 108 | -3.0 | 34 | -0.9 | 13 | -9 | · | 112
COC(=O)C1=C(C)NC(=S)NC1c1ccc(OC(=O)c2ccco2)cc1 (configuration not stated)
    1 | 99 | -1.6 | 0 | 0.2 | -8 | 6 | -2 | 105
COc1ccc(NC(=S)Nc2ccc(OC)cc2OC)c(OC)c1
    -1 | 94 | -0.3 | 25 | 1.2 | 64* | -7 | -1 | 95
CCn1c(SCC(=O)NCc2ccccc2)nnc1-c1c[nH]c2ccccc12
    6 | 100 | -0.4 | 20 | 0.1 | 22 | -5 | -5 | 97
CC(C)NC(=O)C1CCN(Cc2cccc(Oc3ccccc3)c2)CC1
    0 | 106 | · | 19 | · | 19 | 21 | -8 | 103
CC(=O)c1cnc(Nc2cccc(Cl)c2Cl)s1
    3 | 103 | -1.6 | 13 | -0.3 | 41 | -10 | 3 | 101
O=c1[nH]c(COc2ccc(Br)cc2Cl)nc2ccccc12
    3 | 97 | 0.0 | 6 | 1.2 | 37 | -14 | -3 | 105
Cc1ccc(S(=O)(=O)N(CC(=O)NCc2ccco2)c2ccccc2C)cc1
    -4 | 94 | -1.3 | -16 | -1.2 | 46 | 1 | -3 | 98
CCOc1cc(CNc2ccccc2SC)ccc1O
    1 | 104 | -1.2 | 20 | 0.6 | -36 | -12 | · | 102
O=C(O)c1cc(-c2ccccc2)n(-c2ccccc2C(=O)O)n1
    -1 | 96 | 0.1 | -16 | 1.3 | 18 | 1 | 3 | 102
CCC(C)c1ccc(O)c(NC(=O)c2cncc(Br)c2)c1 (configuration not stated)
    -2 | 91 | -1.6 | 35 | 0.4 | -2 | -20 | -4 | 97
Cn1ncc2c(N3CCN(c4ccc(Cl)c(Cl)c4)CC3)ncnc21
    0 | 104 | 7.8 | -38 | 3.9 | 47 | 15 | -4 | 98
CCOCCCn1cnc2c(c1=O)c1nc3ccccc3nc1n2-c1ccccc1
    5 | 107 | 0.6 | 3 | 1.1 | -5 | -9 | -9 | 109
Cc1cccc(NC(=O)COc2ccc(Br)cc2/C=N/O)c1
    3 | 101 | 1.9 | 23 | 3.5 | 3 | 3 | -10 | 101
O=C(/C=C/c1ccco1)OCc1nnc(-c2ccc(Cl)cc2)o1
    -15 | 75 | 0.5 | -8 | -0.3 | 36 | 8 | -8 | 87
O=C(Nc1ccc(CN2CCOCC2)cc1)c1cc(Cl)ccc1Cl
    -2 | 98 | · | 9 | · | 10 | -9 | -7 | 95
Cc1ccc(C2=NN(C(=S)Nc3ccccc3)C(c3ccco3)C2)cc1 (configuration not stated)
    1 | 99 | -1.6 | 9 | 0.8 | -45 | -8 | -4 | 104

A few values from the list:
Reading of `O=C(O)c1cc(-c2ccccc2)n(-c2ccccc2C(=O)O)n1` under MEKK3 PB1 HTS: 102
Reading of `Cc1cccc(NC(=O)COc2ccc(Br)cc2/C=N/O)c1` under V1aR counter: 3.5

The list goes on.
Fields: MEKK2 mut-MEK5 | MEKK2wt PB1 HTS | OXTR ag | NALP1 yeast inh | V1aR counter | PHOSPHO1 inh | GPR7 antag | GalR3 antag | MEKK3 PB1 HTS
CCn1c(N)c(C(=O)NC2CCCCC2)sc1=S
    5 | 88 | -0.3 | 8 | 1.5 | 2 | -9 | -5 | 90
Cc1ccc(/C=C/c2nnc(-c3ccc(C)cc3)o2)cc1
    -1 | 99 | -0.2 | 9 | -0.3 | 48 | -5 | -2 | 94
COc1ccccc1CN1C(=O)c2ccncc2C1=O
    8 | 107 | 0.2 | 9 | 1.1 | 30 | 5 | · | 105
O=C(CCN1C(=O)C2C3C=CC(C3)C2C1=O)Nc1ccccc1 (configuration not stated)
    3 | 103 | 0.3 | -1 | 0.4 | 45 | -15 | -5 | 104
Cc1nn(Cc2c(F)c(F)c(F)c(F)c2F)c(C)c1NC(=O)c1nn(C)cc1[N+](=O)[O-]
    0 | 94 | 4.0 | -7 | 4.1 | 5 | 2 | -4 | 99
COc1ccc(/C=N/Nc2nnc(Cc3ccc(OC)c(OC)c3)c(=O)[nH]2)cc1
    3 | 101 | -1.6 | 7 | -0.5 | -2 | 10 | -6 | 96
COC(=O)[C@H](Cc1ccccc1)NC(=O)NCCc1ccc(F)cc1
    0 | 101 | -0.4 | 18 | -0.1 | 12 | 0 | -4 | 103
Cc1c(C(=O)NCCC2=CCCCC2)oc2ccc(S(=O)(=O)N3CCC4(CC3)OCCO4)cc12
    2 | 98 | -0.5 | 31 | 1.7 | 46 | 5 | 1 | 102
CCC(C)NC(=O)COc1ccc(Br)c(C)c1 (configuration not stated)
    2 | 100 | 1.2 | 4 | 1.4 | 13 | -3 | -3 | 98
O=C(Nc1cccc2ccccc12)OCc1cncs1
    -2 | 100 | 0.8 | 15 | 0.9 | 56 | 2 | -3 | 101
NC(CO)C(O)c1ccc([N+](=O)[O-])cc1 (configuration not stated)
    2 | 98 | -0.1 | 7 | 0.4 | 28 | -7 | -5 | 111
Cc1onc(-c2ccccc2)c1CNS(=O)(=O)c1ccccc1
    26 | 125 | -2.4 | -1 | -0.5 | 20 | -7 | 0 | 127
COc1cccc(Oc2coc3cc(OC(=O)N4CCOCC4)ccc3c2=O)c1
    -2 | 96 | 1.1 | 13 | 3.3 | 54 | -2 | -4 | 100
CCn1c(-c2cccnc2Cl)nc2cc(Cl)c(Cl)cc21
    -9 | 82 | 0.3 | 37 | 1.5 | 0 | 3 | -5 | 73
CCN1C(=O)/C(=C\c2ccco2)C(C(=O)OC)=C1C
    -5 | 87 | -0.8 | 3 | -0.1 | 59 | 0 | -2 | 96
CC1=NN(c2ccc(C)c(C)c2)C(=O)/C1=C\C=C\c1ccc([N+](=O)[O-])o1
    -5 | 97 | -0.4 | -13 | -0.3 | -52 | 4 | -7 | 94
CCOc1ccc(C(C)NC(=S)NCc2ccc(F)cc2)cc1 (configuration not stated)
    7 | 111 | 6.1 | 6 | 8.9 | -15 | 8 | -5 | 107
CC1CCc2c(sc(NC(=O)CN3CCN(C(=O)c4ccco4)CC3)c2C#N)C1 (configuration not stated)
    1 | 102 | 6.5 | 16 | 5.7 | -36 | -8 | 1 | 99
Cc1cc(C)c(NC(=O)c2ccc(S(=O)(=O)N(C)C)cc2)c(C)n1
    -2 | 99 | 0.7 | 9 | 0.6 | 24 | 4 | -4 | 101
COc1ccccc1NC(=O)c1ccccc1S(=O)(=O)c1ccccc1[N+](=O)[O-]
    0 | 98 | -1.2 | 7 | 0.4 | 25 | -7 | -1 | 102
O=C(CNC(=O)N1CC(=O)Nc2ccccc21)Nc1cc(Cl)ccc1Cl
    2 | 99 | 2.1 | -5 | 3.5 | 22 | 0 | 4 | 104
CC1CCCC(NC(=O)COC(=O)CCc2ccccc2)C1C (configuration not stated)
    -6 | 98 | -1.5 | 3 | -1.2 | 28 | -12 | -4 | 103
Cc1ccc(C)c(NC(=O)CSc2nnc(CNC(=O)c3cccs3)o2)c1
    4 | 105 | -0.5 | 36 | 1.3 | -11 | -8 | -1 | 101
CC(=O)NS(=O)(=O)c1ccc(NC(=S)NC(=O)c2ccco2)cc1
    2 | 109 | 0.0 | 3 | 1.0 | 3 | 3 | 5 | 107
CC(=O)c1ccc(NC(=O)C2=CC(c3cccs3)=NS(=O)(=O)N2C)cc1
    -1 | 103 | 5.8 | 22 | 5.1 | 41 | -9 | 0 | 102
Nc1cccc(-c2cn3cc(C(F)(F)F)cc(Cl)c3n2)c1
    6 | 104 | -1.9 | 42 | -1.9 | 7 | 4 | -4 | 106
O=C(Nc1cccc(C(F)(F)F)c1)c1cc(Br)cc2c1OCC2
    -13 | 96 | 0.1 | -8 | 0.0 | 33 | -12 | -5 | 93
Cc1cc(C(=O)Nc2sc3c(c2C#N)CCCC3)no1
    5 | 100 | 0.9 | -13 | 0.1 | -4 | 0 | -8 | 100
O=C1CCCCN1CCC(=O)N1CCCC(Nc2ccc(F)c(F)c2)C1 (configuration not stated)
    -3 | 104 | -2.0 | 22 | -0.5 | 24 | 7 | -8 | 100
CS(=O)(=O)Nc1cccc(C2=NN(S(=O)(=O)c3ccccc3)C(c3cccs3)C2)c1 (configuration not stated)
    -3 | 94 | 3.1 | -6 | 2.3 | 34 | 30* | -11 | 95
Cc1cc(NC(=O)c2cccs2)ncc1NC(=O)c1cccc(F)c1
    -2 | 97 | 0.5 | 8 | 0.1 | 19 | -11 | -3 | 100
Cn1c(=O)[nH]c(=O)c2c1nc(CN1CCOCC1)n2CCCc1ccccc1
    5 | 106 | 0.8 | · | 2.2 | 0 | 2 | · | 104

Profiles, looked up by structure. Values in the order: MEKK2 mut-MEK5	MEKK2wt PB1 HTS	OXTR ag	NALP1 yeast inh	V1aR counter	PHOSPHO1 inh	GPR7 antag	GalR3 antag	MEKK3 PB1 HTS
Cc1cc(NC(=O)c2cccs2)ncc1NC(=O)c1cccc(F)c1 in the list: -2	97	0.5	8	0.1	19	-11	-3	100
CC1CCCC(NC(=O)COC(=O)CCc2ccccc2)C1C (configuration not stated) in the list: -6	98	-1.5	3	-1.2	28	-12	-4	103
